FBW7 act: activators of human E3 ligase FBW7; AlphaScreen FBW7–phospho-cyclin E peptide binding, activator screen; AID 1259310; 650,000 compounds, 0.13% hits; normalized activity (activation), % at 26.1 µM; in the data active = normalized activity above about 1.9%;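 also: purified mutant Fbw7 with reduced substrate affinity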
MITF primary: blocks human microphthalmia-associated transcription factor. O75030. AlphaScreen MITF homodimerization, bead proximity signal. inhibition, % at 2.6 µM. 650,000 compounds, 0.91% hits; in the data active = inhibition above about 50%;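 also: 0% = vehicle wells with protein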
Target sequence (O75030 whole entry, looked up): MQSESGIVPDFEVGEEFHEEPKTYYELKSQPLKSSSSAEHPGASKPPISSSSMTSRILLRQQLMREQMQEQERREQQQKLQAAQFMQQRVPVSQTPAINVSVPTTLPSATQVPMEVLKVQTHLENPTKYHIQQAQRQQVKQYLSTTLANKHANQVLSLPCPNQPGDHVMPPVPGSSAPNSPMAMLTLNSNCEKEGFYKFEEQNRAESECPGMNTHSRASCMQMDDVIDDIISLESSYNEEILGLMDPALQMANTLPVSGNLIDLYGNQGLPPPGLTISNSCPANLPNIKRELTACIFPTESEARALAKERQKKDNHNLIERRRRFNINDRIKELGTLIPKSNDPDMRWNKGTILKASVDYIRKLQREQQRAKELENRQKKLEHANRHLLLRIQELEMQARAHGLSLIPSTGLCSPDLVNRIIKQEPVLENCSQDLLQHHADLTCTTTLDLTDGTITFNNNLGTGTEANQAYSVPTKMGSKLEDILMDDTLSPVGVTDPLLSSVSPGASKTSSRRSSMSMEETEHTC
GPR151 activ: human GPR151 activation. PathHunter beta-arrestin GPR151 cells, luminescence. activation, % at 11.2 µM. 650,000 compounds, 1% hits. Q8TDV0; in the data active = activation above about 4.9%;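 also: 0% = median of compound wells and 100% = cells with positive control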
TEAD-YAP inh: TEAD-YAP interaction inhibition. HEK-TIYL cells, TEAD-Gal4/YAP UAS-luciferase luminescence. inhibition, % at 9.12 µM. 640,000 compounds, 1.4% hits; in the data active = inhibition above about 32%;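 also: 0% = median of test compound wells and 100% = reference inhibitor wells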
Numbers without * were called inactive. Outcome played no part in choosing rows. Share with any hit: about 3.4%.

Short keys – A = FBW7 act; B = MITF primary; C = GPR151 activ; D = TEAD-YAP inh
1) CC1CCCCN1CCNC(=O)CN1C(=O)CCSc2ccccc21 (stereo not given)
  A: 0.1; B: 6; C: -2.5; D: 7

2) O=C1C2C(c3ccccc3)OC3(C(=O)c4ccccc4C3=O)C2C(=O)N1CCc1ccc(F)cc1 (stereo not given)
  A: -0.1; B: 0; C: 7.5*; D: -2

3) N#Cc1c(N2CCCC(CO)C2)nc(N)c2c(N)nc3c(c12)CC(=O)N3c1cccc(F)c1 (stereo not given)
  A: -0.3; B: 10; C: 2.1; D: 1

4) CC(C)(C)c1ccc(C(=O)COc2ccc(-c3nnco3)cc2)cc1
  A: 0.0; B: 7; C: -1.0; D: -10

5) Cc1cc(C)n(CCNS(=O)(=O)c2ccc(C)s2)n1
  A: 0.0; B: 6; C: -1.0; D: 9

6) COc1cc(Br)c(C2C(C(=O)OCCc3ccccc3)=C(C)NC3=C2C(=O)CCC3)cc1OC (stereo not given)
  A: -0.1; B: 7; C: -0.4; D: -8

7) CCN(CC)CCN(CC)Cc1ccccc1Cl
  A: 0.4; B: 17; C: 0.5; D: 10

8) CCOC(=O)C(=CNc1ccc(S(=O)(=O)N(CC)CC)cc1)C(=O)OCC
  A: 0.0; B: 3; C: 0.6; D: 0

9) O=C(Nc1ccccc1C(=O)NC(Cc1c[nH]c2ccccc12)C(=O)O)c1ccccc1 (stereo not given)
  A: 0.0; B: 4; C: -0.4; D: 3

10) CCCCC(=O)Nc1nc(-c2ccccc2)cs1
  A: 0.0; B: 10; C: -0.3; D: -16

11) COc1ccc(C(=O)N/C(=C\c2cccc([N+](=O)[O-])c2)C(=O)NC(CCSC)C(=O)O)cc1 (stereo not given)
  A: -0.1; B: 3; C: -0.9; D: 4

12) Cc1ccc(-c2noc(COc3cccc(C)c3)n2)cc1
  A: 0.2; B: 15; C: -2.1; D: 4

13) C#CCNc1ccc(Cl)cc1
  A: 0.0; B: -4; C: 1.4; D: 8

14) Cc1cccc2cc(CN(C(=O)N3CCOCC3)C3CCCCC3)c(=O)[nH]c12
  A: -0.1; B: -11; C: 0.7; D: -2

15) O=C(C1=COCCO1)N1CCN(c2nc3ccccc3s2)CC1
  A: -0.1; B: -6; C: -0.9; D: -25

16) Cc1cccc(/C=N/NC(=O)CN2CCOCC2)c1O
  A: 0.0; B: -2; C: -0.4; D: 2

17) O=C(CSc1ccc2nnc(-c3cccc(F)c3)n2n1)NCc1ccc(F)cc1
  A: 0.0; B: 2; C: -0.1; D: -1

18) CC(C)(C)c1ccc(-c2nc3n(c(=O)c2C#N)CCS3)cc1
  A: 0.1; B: 12; C: 0.1; D: 11

19) CN(C(=O)Cn1nnc(-c2ccncc2)n1)C1CCCCC1
  A: 0.0; B: -3; C: -0.2; D: -5

20) COc1ccc(CCN2C(=S)N(C)C(=O)C2CC(=O)Nc2ccc(F)cc2)cc1OC (stereo not given)
  A: 0.0; B: 3; C: -0.1; D: 11

21) COc1ccccc1N1CCN(C(=O)CCn2nnc3ccccc3c2=O)CC1
  A: -0.1; B: -2; C: 1.9; D: -6

22) O=C(NCc1ccco1)c1ccc2c(c1)nc(SCc1ccccc1Cl)n1c3ccccc3nc21
  A: 0.0; B: -2; C: 0.0; D: 7

23) CCCN1CCC(N2C[C@H](NC/C(C)=C/c3ccccc3)C[C@H]2C(=O)NC(C)C)CC1
  A: -0.1; B: -8; C: -0.3; D: -18

24) COc1ccc(C(=O)OCc2ccc(Br)cc2)cc1
  A: 0.4; B: 7; C: 0.7; D: -1

25) CN(C)N1C(N)=C(C#N)C(c2ccccc2)C2=C1CCCC2=O (stereo not given)
  A: -0.2; B: -16; C: 1.0; D: 0

From no. 1 as far as 4, copied from above:
Short keys – A = FBW7 act; B = MITF primary; C = GPR151 activ; D = TEAD-YAP inh
1) CC1CCCCN1CCNC(=O)CN1C(=O)CCSc2ccccc21 (stereo not given)
  A: 0.1; B: 6; C: -2.5; D: 7

2) O=C1C2C(c3ccccc3)OC3(C(=O)c4ccccc4C3=O)C2C(=O)N1CCc1ccc(F)cc1 (stereo not given)
  A: -0.1; B: 0; C: 7.5*; D: -2

3) N#Cc1c(N2CCCC(CO)C2)nc(N)c2c(N)nc3c(c12)CC(=O)N3c1cccc(F)c1 (stereo not given)
  A: -0.3; B: 10; C: 2.1; D: 1

4) CC(C)(C)c1ccc(C(=O)COc2ccc(-c3nnco3)cc2)cc1
  A: 0.0; B: 7; C: -1.0; D: -10

Later entries
Short keys – A = FBW7 act; B = MITF primary; C = GPR151 activ; D = TEAD-YAP inh
26) O=C(CCN1CCOCC1)NCC1OCCc2ccccc21 (stereo not given)
  A: 0.1; B: -8; C: -1.0; D: -8

27) CCCCOC(=O)C(C)OC(=O)c1ccc(-c2ccc(CCC)cn2)cc1 (stereo not given)
  A: 0.0; B: -4; C: 2.2; D: 14

28) COc1ccccc1-c1ccc(SCC(N)=O)nn1
  A: -0.3; B: -18; C: -1.0; D: -5

29) O=C(O)CCN1CC2([N+](=O)[O-])C=CC(=O)C([N+](=O)[O-])(C1)C2CC(=O)c1ccccc1 (stereo not given)
  A: -0.1; B: 2; C: 2.9; D: -3

30) C=CCN1C(=O)/C(=C\c2cccc(OC)c2OC)C(=O)NC1=S
  A: 0.0; B: 5; C: 2.5; D: 3

31) CCC(=O)N(Cc1ccc(Cl)cc1)Cc1nc2ccccc2c(=O)[nH]1
  A: 0.1; B: 4; C: 0.4; D: 1

32) CSc1ccc(/C=c2\sc3n(c2=O)CC(C)(C)CN=3)cc1
  A: 0.2; B: 15; C: 0.6; D: 16

33) CN1CCN(c2ccc([N+](=O)[O-])cc2NC(=O)c2ccco2)CC1
  A: -0.2; B: -7; C: 2.8; D: -10

34) CCc1ccccc1NC(=O)C(=O)NCCCO
  A: 0.1; B: -13; C: 0.5; D: 5

35) Cc1c(NC(=O)CN2C(=O)c3cccc([N+](=O)[O-])c3C2=O)c(=O)n(-c2ccccc2)n1C
  A: 0.0; B: 4; C: 0.3; D: 9

36) O=C(NC1CC1)c1ccc(-c2nccc(Nc3ccc(N4CCOCC4)cc3)n2)cc1
  A: -0.1; B: -8; C: -0.8; D: -34

37) COc1ccc(-c2noc(C3CCCN(C(=O)CC4CCCCC4)C3)n2)cc1OC (stereo not given)
  A: 0.2; B: 11; C: 0.4; D: 3

38) O=C(Nc1cccc(N=Cc2ccccc2O)c1)c1ccco1
  A: -0.1; B: 12; C: 0.2; D: 2

39) COc1ccc(CCNC(=O)CSCC(=O)NCCCc2ccccc2)cc1
  A: -0.1; B: 12; C: -0.9; D: 8

40) Cc1ccc2oc(-c3ccc(NC(=S)NC(=O)c4ccco4)cc3)nc2c1
  A: 0.0; B: -12; C: -0.7; D: -50

41) COc1cc(CNCc2ccc(F)cc2)cc(Br)c1OC
  A: 0.6; B: 23; C: -0.6; D: 0

42) Cc1ccc(-n2[nH]c(C)c(C=Nc3ccc(S(=O)(=O)Nc4ccccc4C)cc3)c2=O)cc1C
  A: -0.1; B: -2; C: -0.8; D: 0

43) Cc1ccc(-c2nc3cc(NC(=S)NC(=O)c4ccco4)ccc3o2)cc1
  A: 0.8; B: 14; C: 0.3; D: -46

44) COc1ccc(/C=N/NC(=O)Cc2cc(=O)[nH][nH]2)c(OC)c1OC
  A: 0.2; B: 18; C: -0.9; D: -2

45) CCOC(=O)C1=C(C)N=c2s/c(=C\c3ccc(Cl)cc3)c(=O)n2C1c1ccc(OC)c2ccccc12 (stereo not given)
  A: -0.1; B: 2; C: 0.2; D: 8

46) COc1ccc(CCNC(=O)CCCCCn2c(SCc3ccccc3Cl)nc3ccsc3c2=O)cc1OC
  A: 0.7; B: 0; C: -1.3; D: 0

47) CC(=O)N1CCc2cc(S(=O)(=O)NCc3ccc(C)cc3)ccc21
  A: 0.1; B: -1; C: 0.3; D: -3

48) CC1=CCC2C(=O)N(c3ccc(C(=O)N4CCCCCC4)cc3)C(=O)C2C1 (stereo not given)
  A: 0.0; B: -6; C: -0.9; D: -9

49) CCN(CC)CCCN1C(=O)c2oc3ccc(C)cc3c(=O)c2C1c1ccc(OC)cc1 (stereo not given)
  A: -0.2; B: -2; C: -0.7; D: -47

Laid out differently: entries from further up
[46] COc1ccc(CCNC(=O)CCCCCn2c(SCc3ccccc3Cl)nc3ccsc3c2=O)cc1OC
- FBW7 act: 0.7
- MITF primary: 0
- GPR151 activ: -1.3
- TEAD-YAP inh: 0

[47] CC(=O)N1CCc2cc(S(=O)(=O)NCc3ccc(C)cc3)ccc21
- FBW7 act: 0.1
- MITF primary: -1
- GPR151 activ: 0.3
- TEAD-YAP inh: -3

[48] CC1=CCC2C(=O)N(c3ccc(C(=O)N4CCCCCC4)cc3)C(=O)C2C1 (stereo not given)
- FBW7 act: 0.0
- MITF primary: -6
- GPR151 activ: -0.9
- TEAD-YAP inh: -9
